Screening data from PubChem BioAssay.
HEK293 NFkB inh – inhibitors of the PMA/ionomycin-induced NF-kB reporter in HEK293 cells. HEK-293 NF-kB luciferase reporter, luminescence. inhibition, % at 3 µM. 62,000 tested, 0.21% active. AID 465;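 active means inhibition above the mean of all tested compounds plus 3 SD, cut at about 40% in these data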;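 further: 0% = stimulated DMSO wells and 100% = 10 µM reference inhibitor 5653914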
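Reagent: PMA plus ionomycin mix as NF-kB-activating stimulus. Assay system: NF-kB luciferase reporter HEK-293 cells. Technique: luminescence from luciferase substrate reagent. Incubation: 1 h compound pre-incubation, 16 h PMA/ionomycin at 37 °C. Benchmarks: DMSO only as uninhibited control, 10 µM reference inhibitor as full inhibition. Repeats: tested once.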
M1 agonist – M1 muscarinic receptor agonism; CHO-M1 cells, Fluo-4 calcium fluorescence, agonist mode; stronger effect = higher value; B-score at 10 µM; 64,000 tested, 3% active; AID 626;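 active means fluorescence rise, raw or as B-score row- and column-corrected plate score, outside the 99.7% band of its plate's samples, either direction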
TNAP act mid DEA – activators of human TNAP at intermediate phosphate acceptor | 64,000 tested, under 10 active | purified TNAP, CDP-star luminescence, 100 mM DEA, 30 min; stronger effect = higher value; scale: 0 levamisole-inhibited, 1 vehicle-only enzyme | P05186 | activation factor at 20 µM;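 active means activation factor of at least 2 at 20 µM, relative to controls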
Target sequence (P05186 whole entry, looked up): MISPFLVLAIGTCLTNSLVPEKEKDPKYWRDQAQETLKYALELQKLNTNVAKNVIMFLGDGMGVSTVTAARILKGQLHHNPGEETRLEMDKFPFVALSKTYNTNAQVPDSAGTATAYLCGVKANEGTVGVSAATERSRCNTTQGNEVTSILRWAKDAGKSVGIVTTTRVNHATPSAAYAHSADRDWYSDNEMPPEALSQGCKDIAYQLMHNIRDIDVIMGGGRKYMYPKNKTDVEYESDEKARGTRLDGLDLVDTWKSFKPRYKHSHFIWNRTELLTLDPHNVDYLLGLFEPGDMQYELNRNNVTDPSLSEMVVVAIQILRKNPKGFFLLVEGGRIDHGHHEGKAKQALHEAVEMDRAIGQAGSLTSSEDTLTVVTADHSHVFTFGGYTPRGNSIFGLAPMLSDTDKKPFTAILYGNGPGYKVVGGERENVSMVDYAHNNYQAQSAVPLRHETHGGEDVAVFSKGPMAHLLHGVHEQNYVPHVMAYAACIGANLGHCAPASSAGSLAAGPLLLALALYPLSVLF
M1 antag – antagonists of rat M1 muscarinic receptor | P08482 | CHO-M1 cells, Fluo-4 calcium, ACh EC80 antagonist mode; stronger effect = lower value | B-score at 10 µM | 64,000 tested, 3.4% active | AID 628;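 active means calcium fluorescence response, raw or row-and-column corrected B-score, differing from the plate sample mean either way at a set confidence level, mostly lower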
Jurkat viability – cytotoxicity toward Jurkat cells. Jurkat E6.1 viability, ATP luminescence, 48 h. inhibition, % at 4 µM. 56,000 tested, 1.2% active. AID 463;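 active means inhibition above the mean inhibition of all tested compounds plus 3 SD, cut at about 28% in these data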
D1 mod – allosteric modulators of human D1 dopamine receptor; HEK293 D1, CRE-luciferase, dopamine EC30 potentiation; actives deviate in either direction; 58,000 tested, 5.9% active; B-score at 10 µM; AID 641; P21728;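 active means luminescence count or its row- and column-corrected plate score outside the 99.7% band of the plate's sample wells, on either side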
S1P1 ag pot – activates or potentiates agonism at human S1P1 receptor; activation, % at 9.5 µM; S1P1 CRE-bla cells, forskolin, beta-lactamase FRET, potentiator mode; S1P1 agonist co-added at EC20, 2 nM; 100% = saturating reference agonist, 0% = basal; 56,000 tested, 0.57% active; P21453;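 active means activation above a cutoff set at the mean activation of all tested compounds plus 3 SD, cut at about 54% in these data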;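 further: forskolin at 4 µM as EC80 and the EC20 agonist is SEW2871; 100% = SEW2871 at its EC100 plus forskolin at EC80; some compounds past the cut are filed as inactive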
S1P3 agonist – activates the human S1P3 receptor; 60,000 tested, 0.1% active; S1P3 NFAT-BLA reporter cells, agonism, FRET ratio; relative to 1 µM S1P, basal subtracted; Q99500; AID 373; activation, % at 4.5 µM;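 active means activation above the screen-wide mean plus 3 SD, cut at about 4.5% in these data, passing the limit was not always enough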; further: some compounds called inactive have numbers as strong as hits
Target sequence (Q99500 whole entry, looked up): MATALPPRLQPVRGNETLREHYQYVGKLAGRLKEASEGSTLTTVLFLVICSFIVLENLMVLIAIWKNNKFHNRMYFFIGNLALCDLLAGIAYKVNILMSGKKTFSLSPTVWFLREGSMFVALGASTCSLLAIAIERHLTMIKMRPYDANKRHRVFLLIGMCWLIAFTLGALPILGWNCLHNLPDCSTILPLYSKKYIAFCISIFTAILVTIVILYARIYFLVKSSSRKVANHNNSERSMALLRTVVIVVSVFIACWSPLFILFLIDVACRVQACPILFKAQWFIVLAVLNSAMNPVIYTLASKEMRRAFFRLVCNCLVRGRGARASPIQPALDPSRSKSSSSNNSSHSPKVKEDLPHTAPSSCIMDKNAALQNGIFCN
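Measure – % activation relative to 1 µM S1P (100%), per plate · System – stable CHO line with human S1P3, Gα16, NFAT-BLA reporter · Timing – cells plated overnight, compound 4 h 37 °C, substrate 2 h RT · Technique – fluorescent BLA substrate, ex 405 nm, em 460/535 nm ratio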
E coli RNAP – Escherichia coli RNA polymerase inhibition; inhibition, %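 (tested at 10 µM)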; E. coli RNA polymerase, fluorescence transcription assay; AID 559; 62,000 tested, 0.2% active; P0A8V2; in the data active means inhibition above about 20%;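 further: 0% = enzyme without compound and 100% = no enzyme blank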
Starred values were filed as active, the others as inactive; x = not tested or not shown.

SMILES	HEK293 NFkB inh	M1 agonist	TNAP act mid DEA	M1 antag	Jurkat viability	D1 mod	S1P1 ag pot	S1P3 agonist	E coli RNAP
O=C(NCC1CCCO1)c1c(O)c2cccc3c2n(c1=O)CC3 (configuration not stated)	0	0.14	0.9	-0.24	-8	0.93	-7	-0.1	12
CCCCCC(=O)N1CC2(CC)CN(C(=O)CCCCC)CC(CC)(C1)C2=O	x	0.88	1	0.29	x	-0.13	-3	-3.8	6
CCn1cnc2c1c(=O)n(CC(=O)N1CCc3ccccc31)c(=O)n2Cc1ccccc1	9	0.26	0.9	-0.2	-3	0.24	2	-1.2	8
CCOC(=O)c1ccc(CNC(=O)c2n[nH]c(=O)c3ccccc23)o1	9	1.3	0.9	0	6	0.66	x	-0.6	2
COc1ccc(CCn2c(-c3ccco3)nc3nc4ccccc4nc32)cc1	13	3.5*	0.8	-0.0081	10	0.75	-9	-0.2	1
O=C(CSc1nc2ccccc2[nH]1)c1ccco1	8	-0.39	0.9	-0.32	-3	-0.49	6	-0.9	7
CCn1nc(C(=O)Nc2ccc(S(=O)(=O)Nc3nccs3)cc2)c2ccccc2c1=O	13	0.76	0.9	0.88	5	3.1	-37	1.7	5
COc1ccc(Cl)cc1S(=O)(=O)N1CCN(C(=O)c2cc(OC)c(OC)c(OC)c2)CC1	8	0.027	1	0.077	-4	-1.3	-22	0.1	8
CC(=O)Nc1nc2ccccc2n1CCN(C)C	17	-0.12	1	0.34	7	-1.5	-13	-1.8	8
COc1ccc(/C(O)=C2/C(=O)C(=O)N(CCN3CCOCC3)C2c2ccc(C)cc2)cc1 (configuration not stated)	8	-0.16	1	1.4	1	-0.33	0	-1.1	4
Cc1nc2ccccc2c(=O)n1NC(=O)C1CCCCC1	7	-0.027	0.9	0.38	-3	-0.59	-5	0.3	13
Cc1cc2ccccc2n1CCNC(=O)C(C)C	12	0.45	1	0.17	-1	-0.41	-20	0.0	5
CCCOC(=O)Nc1nc2ccccc2o1	-11	1.1	0.9	0.026	3	-0.96	-25	-0.6	4
CCc1ccc(CCC(=O)Nc2nccs2)o1	12	0.72	0.9	0.033	9	0.23	-17	-0.2	6
O=C(CSc1nnc2sc3ccccc3n12)NCc1ccco1	8	x	0.9	x	6	x	2	-0.6	4
CS(=O)(=O)N1CCCC(C(=O)NCc2ccco2)C1 (configuration not stated)	17	0.33	0.9	0.48	x	-0.061	x	x	3
CCC(=O)N1CCc2cc(Br)cc(S(=O)(=O)NCC3CCCN3CC)c21 (configuration not stated)	9	-0.2	0.9	0.28	x	-0.36	x	x	7
CC(=O)Nc1cc2ccc(OC(C)=O)cc2oc1=O	-3	1.3	1	0.12	-8	x	22	0.2	-43
COc1ccc(-c2cn3c(C)c(C(=O)N4CCN(c5ccccc5)CC4)sc3n2)cc1	6	-0.14	0.9	0.44	3	-1.1	-39	-0.4	-2
Clc1cccc(-c2nn3c(Cn4cnc5ccccc54)nnc3s2)c1	-7	-1.3	0.9	-0.039	2	1.8	-14	-0.1	-2
C(=N\c1nccs1)/Nc1nccs1	20	-0.11	0.9	-0.042	8	2.4	15	-0.3	-3
Cn1c(COc2ccc3ccccc3c2)nnc1SCC(N)=O	11	-0.32	0.9	-0.16*	6	-1.2	1	-0.6	2
Cc1cc(C)c2c(n1)nn1c(-n3ccnc3)cc(C)nc21	8	-0.12	0.9	-0.18	-7	6*	-17	0.0	x
COc1ccc2c(c1OC)C(=O)N1C2SC[C@H]1C(=O)NC1CC(C)(C)NC(C)(C)C1 (some centres not stated)	13	0.63	0.9	0.34	4	0.6	15	-0.6	1
Cc1[nH]c(-c2ccco2)nc1C(=O)O	12	-0.17	0.9	-0.026	9	-0.11	0	-0.1	-1

D1 mod: what is marked active above
canonical_smiles	HEK293 NFkB inh	M1 agonist	TNAP act mid DEA	M1 antag	D1 mod	S1P1 ag pot	S1P3 agonist	E coli RNAP
Cc1cc(C)c2c(n1)nn1c(-n3ccnc3)cc(C)nc21	8	-0.12	0.9	-0.18	6*	-17	0.0	x

Back to the main list, repeating the 4 entries before the break.
SMILES	HEK293 NFkB inh	M1 agonist	TNAP act mid DEA	M1 antag	Jurkat viability	D1 mod	S1P1 ag pot	S1P3 agonist	E coli RNAP
Cn1c(COc2ccc3ccccc3c2)nnc1SCC(N)=O	11	-0.32	0.9	-0.16*	6	-1.2	1	-0.6	2
Cc1cc(C)c2c(n1)nn1c(-n3ccnc3)cc(C)nc21	8	-0.12	0.9	-0.18	-7	6*	-17	0.0	x
COc1ccc2c(c1OC)C(=O)N1C2SC[C@H]1C(=O)NC1CC(C)(C)NC(C)(C)C1 (some centres not stated)	13	0.63	0.9	0.34	4	0.6	15	-0.6	1
Cc1[nH]c(-c2ccco2)nc1C(=O)O	12	-0.17	0.9	-0.026	9	-0.11	0	-0.1	-1
O=C(Cc1ccsc1)NCC(c1ccco1)N1CCCCC1 (configuration not stated)	10	-0.34	0.9	-2.1	-2	-0.39	5	0.2	9
COc1cccc(NC(=O)C2CC(=O)N=C(N)S2)c1 (configuration not stated)	23	-0.097	1	0.45	-13	-0.014	-7	-0.5	-2
Cc1nn(C)c(C)c1S(=O)(=O)N1CCCC(C(=O)NC2CCCCCC2)C1 (configuration not stated)	8	-1.1	1	-0.013	8	x	-12	-0.5	2
CCCCOC(=O)CSCC(=O)Nc1cc(C)on1	5	0.00055	0.9	0.84	6	-0.06	-5	0.3	-3
CCOC(=O)c1cc2c(=O)n3cccc(C)c3nc2n(Cc2ccccc2Cl)c1=N	-5	0.18	0.9	0.26	-4	-0.33	-6	-0.5	1
CCOC(=O)c1c(C)nc2c3ccccc3ccn12	-41	0	0.9	-0.31	-3	5.3*	x	-0.4	1
Cc1ccc(CNC(=O)C(C)OC(=O)c2ccco2)cc1 (configuration not stated)	21	-0.021	0.9	0.11	8	-0.52	8	-0.5	2
O=C1C2ON(c3ccccc3)C(c3ccccc3F)C2C(=O)N1c1ccccc1 (configuration not stated)	7	0.57	0.9	-0.12	-2	-0.33	0	-0.1	6
Cc1ccccc1CN1C(=O)C(O)(CC(=O)c2ccncc2)c2ccccc21 (configuration not stated)	17	-0.063	1	0.3	11	-0.23	2	-1.3	4
CCCC(=O)Nc1sc2c(c1C#N)CCCC2	x	-0.0021	0.9	-0.41	x	x	-4	-2.6	x
C=CCNc1nc(N2CCCCC2)c(C#N)c2c1CN(Cc1ccccc1)CC2	x	1.8	0.9	-0.59	x	x	-34	-2.7	-6
Cc1nonc1NC(=O)c1ccc(Cl)c(S(=O)(=O)N2CCCCC2)c1	6	-1.3	1	-1	1	2.2	2	-0.1	5
Cc1ccc(-c2nn3c(-c4ccco4)nnc3c3ccccc23)cc1S(=O)(=O)N1CCOCC1	18	1.3	1	-0.25	0	-1.7	-24	-1.6	x
Cc1ccc(C(=O)OCC(=O)c2ccc(Cl)s2)s1	6	0.96	0.8	-0.95	-6	-0.023	0	0.8	7
O=c1[nH]nc(CSCc2ccccc2Cl)[nH]1	20	-0.75	0.9	-0.042	4	-0.75	x	-1.2	7
Cc1cc(NC(=O)Nc2ccc(F)c(Cl)c2)no1	2	-0.36	0.9	1.2	-4	0.24	2	-1.2	-4
Cn1ccnc1SCC(=O)Nc1ccc2c(c1)COC2=O	2	-0.45	0.9	0.052	1	0.81	-28	-0.2	10
O=C(c1ccco1)N(CCCN1CCOCC1)c1nc(-c2ccc(F)cc2)cs1	-2	1.3	0.9	-0.25	12	-1.3	9	-1.0	5
COc1ccc(S(=O)(=O)N2CCCC2)c(C)c1C	4	1.1	1	0.21	-5	0.063	7	-0.4	-5
Oc1ccc(Cl)cc1/C=N/c1nc2ccccc2[nH]1	4	-0.11	1	0.27	2	1.5	-14	-0.1	x
COc1ccccc1NC(=O)c1ccc(NS(C)(=O)=O)cc1	16	-0.92	0.9	-1.1	-6	0.54	3	0.3	9
C=CCNC(=O)CN(c1ccc(F)cc1)S(=O)(=O)c1ccc(OC)cc1	10	0.94	1	-1.1	4	0.46	7	-1.5	15
CC1(C)CC(=O)C2=C(C1)N(CCN1CCOCC1)C1=C(C(=O)CC(C)(C)C1)C2c1ccc(Cl)cc1	18	x	1.2	x	0	-0.46	-34	1.5	-13
CN(Cc1ccccc1)C1CC(=O)N(c2ccc(C(=O)O)cc2)C1=O (configuration not stated)	14	-0.79	1	0.53	-2	-0.74	2	-1.0	7
Cc1ccc(C(C)NC(=O)c2cc(C)oc2C)cc1 (configuration not stated)	9	-0.096	0.9	0.3	-1	0.032	-17	-0.3	5
SMILES	HEK293 NFkB inh	M1 agonist	TNAP act mid DEA	M1 antag	Jurkat viability	D1 mod	S1P1 ag pot	S1P3 agonist	E coli RNAP
CN(Cc1ccccc1)S(=O)(=O)c1ccc2[nH]cc(C(=O)NCC3CCCO3)c(=O)c2c1 (configuration not stated)	8	0.11	0.9	0.33	-3	-0.017	4	-0.4	6
CCn1c(C)nc2cc(C(=O)OCCC(F)(F)F)ccc21	-5	-1.5	0.8	1.4	1	-0.51	-13	-0.8	6
CCOC(=O)C1CCN(Cc2ccc(F)cc2)CC1	2	-0.64	1	-0.88	10	-0.61	-2	-0.7	-3
CN1CCN(Cc2cc(=O)oc3cc4c(cc23)CCC4)CC1	2	-0.26	1	-0.16	-5	-1.7	-11	-1.4	5
CCn1cc(C(=O)NCc2ccc(OC)cc2OC)c(=O)c2ccc(C)nc21	6	0.085	0.9	0.31	-2	5.5*	-20	0.0	4
COCCCNC(=O)CCCn1c(=O)c2ccccc2n(CC(=O)Nc2c(C)cc(C)cc2C)c1=O	18	-0.51	1	-0.052	-3	-7*	5	-0.9	9
CC(C)c1[nH]nc2c1C(Cc1ccccc1)C(C#N)=C(N)O2 (configuration not stated)	15	-0.68	0.9	-1.4	-7	-0.019	5	0.2	7
CCOC(=O)C1=C(c2ccccc2)NC(SCC(=O)NC2CCCCC2)=C(C#N)C1c1ccco1 (configuration not stated)	17	0.92	0.9	-0.11	0	2.4	4	-1.4	5
Cc1ccc(S(=O)(=O)N2CCC(C(=O)N3Cc4ccccc4C3)CC2)cc1	17	0.096	0.8	-0.07	-10	1.1	0	0.4	12
O=C(Cn1cnc2c(cnn2-c2ccc(Cl)cc2)c1=O)NCC1CCCO1 (configuration not stated)	6	-1.1	0.9	-0.25	0	x	-2	0.1	7
COC(=O)c1nc(NC(=O)C(C)(C)C)n[nH]1	8	1.6	1	0.014	x	-0.0039	x	x	5
Cn1c(=O)c2c(nc(CN3CCN(c4ccccc4F)CC3)n2CCN2CCOCC2)n(C)c1=O	15	0.27	1	-0.2	1	0.95	-4	0.8	-4
COCCNC(=O)C1c2cc(OC)c(OC)cc2C(=O)N(C)C1c1cccnc1 (configuration not stated)	12	-1.3	0.9	-0.11	x	0.52	x	x	4
CNC(=O)c1cc2c(=O)n3cccc(C)c3nc2n(C(C)C)c1=N	-1	0.63	0.9	0.042	8	-0.035	-39	0.6	-36
C=CCn1c(COc2ccccc2)nnc1SCC(=O)O	14	-0.11	0.9	0.096	-7	-0.26	-19	0.2	3
CCc1c(C)nc2[nH]nc(-c3ccccc3C)n2c1=O	-1	0.27	0.7	0.049	6	-0.25	16	-0.5	2
COc1cc(=O)[nH]c(=O)n1C(=O)Cc1ccccc1	17	0.23	0.9	0.39	6	-0.88	-8	-0.8	14
